# KDM4C inh = KDM4C (human) demethylase inhibition. inhibition, % at 12.5 µM. AID 720574. 0.15% of 96,000 active. Q9H3R0. GST-KDM4C 2-372, H3K9me3 peptide, LANCE TR-FRET;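 active means mean replicate inhibition above about 25%, with at least 55% of replicates also reaching it, limit read from the data, passing the limit was not always enough; inconclusive means only one of those two conditions met; inactive means neither condition met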
# Target sequence (Q9H3R0 2-372 limits assumed): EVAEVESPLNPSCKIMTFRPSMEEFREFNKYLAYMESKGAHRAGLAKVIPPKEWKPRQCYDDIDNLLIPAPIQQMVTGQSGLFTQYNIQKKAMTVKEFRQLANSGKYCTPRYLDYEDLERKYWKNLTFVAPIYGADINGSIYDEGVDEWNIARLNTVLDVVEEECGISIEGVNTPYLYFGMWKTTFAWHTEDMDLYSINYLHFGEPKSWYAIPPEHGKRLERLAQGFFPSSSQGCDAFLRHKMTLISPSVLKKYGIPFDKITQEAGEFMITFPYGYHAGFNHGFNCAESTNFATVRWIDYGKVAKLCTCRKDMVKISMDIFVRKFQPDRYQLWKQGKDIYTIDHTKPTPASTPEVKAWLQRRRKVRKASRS
#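 material = GST-tagged GASC-1 (JMJD2C) catalytic fragment, aa 2-372 | amount = enzyme final amount 10 nM | medium = HEPES buffer, pH 7.5, plus ascorbate | also added = H3K9me3 peptide substrate, Fe(II), 2-oxoglutarate | dosing = single dose | times = 30 min demethylation and 1 h detection at room temperature | detection = LANCE TR-FRET | read-out basis = Fall in 671/618 emission ratio as inhibition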
# C diff growth = C. difficile growth inhibition; Clostridium difficile clinical isolate growth, OD600, 24 h; hits give low values; growth activity, negative = inhibition, % at 16 µg/mL (by protocol); 0.25% of 86,000 active; AID 1259249;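 active means mean growth activity at or below -80% and every replicate also at or below -80%; inconclusive means mean at or below -80% but some replicate above -80%; inactive means mean growth activity above -80%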;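 further: 0% = DMSO wells and -100% = levofloxacin 16 µg/mL wells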
# Pf Dd2 growth = inhibitors of Plasmodium falciparum Dd2 growth. 2.3% of 94,000 active. P. falciparum Dd2 growth, SYBR Green, 72 h; hits give low values. activity change, % at 10 µM; in the data active means activity change below about -80%; inconclusive means no clear call, values can overlap the other calls
# T cruzi growth = inhibitors of T. cruzi proliferation | T. cruzi beta-gal in NIH3T3, GalScreen luminescence, 90 h | inhibition, % at 8.34 µM | 5.9% of 77,000 active;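 active means mean inhibition above about 93%, with at least 55% of replicates each passing it, limit read from the data, passing the limit was not always enough; inconclusive means only one of those two conditions holds; inactive means neither condition holds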
# Numbers without * were called inactive; ? = inconclusive; . = not tested or not shown; & = joins results of further samples.
SMILES,KDM4C inh,C diff growth,Pf Dd2 growth,T cruzi growth
Cc1ccc(S(=O)(=O)N2CC[C@@H]3[C@H]2c2cc(C#Cc4ccccc4F)ccc2N[C@@H]3CO)cc1,0.7,46,-1,?
Cc1cccc(S(=O)(=O)N2CCCCN3[C@H](CO)[C@@H](c4ccc(C#C[C@@H](C)O)cc4)[C@H]3C2)c1,-0.2,14,-46,89
CC(C)NC(=O)N[C@@H]1C=C[C@H](CC(=O)NC2Cc3ccccc3C2)O[C@H]1CO,-0.1,6,-2,14
C[C@H]1CN([C@@H](C)CO)C(=O)c2cc(NS(=O)(=O)c3cn(C)cn3)ccc2O[C@H]1CN(C)Cc1ccc(C(=O)O)cc1,12,-9,11,-97
CN(C)CCCNC(=O)C[C@@H]1CC[C@H](NC(=O)Cc2cccnc2)[C@H](CO)O1,3.7,.,10,48
CS(=O)(=O)Nc1ccc2c(c1)[C@@H]1C[C@@H](CC(=O)NCc3cc(F)ccc3F)O[C@H](CO)[C@@H]1O2,-0.7,-4,14,-10
COCC(=O)N1CC(=O)N2[C@H](CO)[C@H](c3ccc(-c4cccnc4)cc3)[C@@H]2C1,-0.3,-2,44,.
CCC(=O)N1C[C@@H](C)[C@@H](OC)CN(C)C(=O)c2ccc(NC(=O)CC(F)(F)F)cc2OC[C@H]1C,-2.0,2,-2,.
COCC(=O)Nc1ccc2c(c1)[C@H]1C[C@H](CC(=O)NCc3cccnc3)O[C@@H](CO)[C@H]1O2,8.9,.,15,-31
CCN(C[C@H]1N[C@H](CO)[C@@H]1c1ccc(C2=CCCC2)cc1)C(=O)c1ccncc1,-2.1,-2,-30,-2
COc1ccccc1S(=O)(=O)N(C)C[C@@H]1OCc2cn(nn2)CCCC(=O)N([C@H](C)CO)C[C@@H]1C,-0.2,0,28,-24
CO[C@@H]1CN(C)C(=O)c2ccc(NC(=O)NC(C)C)cc2OC[C@@H](C)N(Cc2ccccc2)C[C@@H]1C,0.2,.,-45,-30
COc1ccc(S(=O)(=O)N(C)C[C@@H]2Oc3ncc(-c4ccncc4)cc3C(=O)N([C@H](C)CO)C[C@H]2C)cc1,-3.7,2,-60,70
Cc1noc(C)c1NC(=O)Nc1ccc2c(c1)CC(=O)N([C@@H](C)CO)C[C@@H](C)[C@@H](CN(C)CC1CCCCC1)O2,-0.5,-3,-7,-37
C[C@H](CO)N1C[C@H](C)[C@H](CN(C)C(=O)C2CC2)Oc2cc(-c3ccccc3F)ccc2S1(=O)=O,-1.4,-9,-58,109*

# Looked up above.
# Entry for COc1ccc(S(=O)(=O)N(C)C[C@@H]2Oc3ncc(-c4ccncc4)cc3C(=O)N([C@H](C)CO)C[C@H]2C)cc1 under Pf Dd2 growth: -60
# Entry for CCN(C[C@H]1N[C@H](CO)[C@@H]1c1ccc(C2=CCCC2)cc1)C(=O)c1ccncc1 under Pf Dd2 growth: -30
# Entry for COCC(=O)Nc1ccc2c(c1)[C@H]1C[C@H](CC(=O)NCc3cccnc3)O[C@@H](CO)[C@H]1O2 under Pf Dd2 growth: 15
# Entry for CS(=O)(=O)Nc1ccc2c(c1)[C@@H]1C[C@@H](CC(=O)NCc3cc(F)ccc3F)O[C@H](CO)[C@@H]1O2 under C diff growth: -4

# (next part)
SMILES,KDM4C inh,C diff growth,Pf Dd2 growth,T cruzi growth
N#C[C@H]1[C@H](c2ccccc2-c2ccccc2F)[C@H](CO)N1C(=O)Cc1ccccc1,1.7,6,8,.
COc1ccc2c3c(n(C)c2c1)[C@@H](CO)N(CC1CCCC1)CC31CN(C(=O)Nc2ccccc2)C1,0.3,7,-74,.
CN(C)C(=O)[C@H]1[C@H](CO)[C@H]2Cn3c(cccc3=O)[C@H]2N1C(=O)NC1CCCC1,0.3,3,20,.
COCCNC(=O)C[C@@H]1CC[C@@H](NS(=O)(=O)c2ccc(C)cc2)[C@@H](CO)O1,0.7,7,11,.
O=C(c1ccccc1F)N1C[C@@H]2[C@H](c3ccccc31)[C@@H](CO)N2C(=O)c1cccnc1,2.1,-4,-23,-10
Cc1ccc(S(=O)(=O)Nc2ccc3c(c2)C(=O)N([C@H](C)CO)C[C@H](C)[C@H](CN(C)C(=O)NC2CCCCC2)O3)cc1,-3.7,-3,14,53
C[C@H]1CN([C@@H](C)CO)C(=O)c2cc(NC(=O)Cc3ccccc3)ccc2O[C@@H]1CN(C)C(=O)Nc1cccc2ccccc12,0.9,0,-33,21
COc1ccc2c3c([nH]c2c1)[C@@H](CO)N(Cc1cc(F)ccc1F)CC31CCN(C(=O)CN(C)C)CC1,1.5,6,-85*,.
COc1ccc2c3c(n(C)c2c1)[C@H](CO)N(C(=O)NC(C)C)CC31CCN(CC2CCCCC2)CC1,0.4,-8,-75,.
C[C@H]1CN([C@@H](C)CO)C(=O)c2cc(NS(=O)(=O)c3ccc(Cl)cc3)ccc2O[C@H]1CN(C)S(=O)(=O)c1cccs1,-0.5,-15,6,29
C[C@@H]1CCCCO[C@H](CN(C)Cc2ccc(C(F)(F)F)cc2)[C@@H](C)CN([C@@H](C)CO)C(=O)c2cc(NC(=O)c3ccccc3)ccc2O1,-2.0,23,-86*,68
CO[C@@H]1CN(C)C(=O)c2ccc(NC(=O)CC(F)(F)F)cc2OC[C@H](C)N(C(=O)C2CCOCC2)C[C@H]1C,.,-9,12,.
COc1ccc(-c2ccc3n(c2=O)C[C@H]2[C@H](CO)[C@@H](C(=O)N4CCCCC4)[C@@H]3N2C)cc1,1.4,4,7,13
O=S(=O)(c1ccccc1)N1C[C@H]2[C@@H](c3ccccc31)[C@@H](CO)N2Cc1ccccc1,-2.6,32,-11,35
N#Cc1cccc(-c2ccc3c(c2)[C@H]2[C@H](CCN2S(=O)(=O)c2cccc(F)c2)[C@H](CO)N3)c1,-6.1,-7,42,103*

# Next part; it opens with the 3 that closed the last part.
SMILES,KDM4C inh,C diff growth,Pf Dd2 growth,T cruzi growth
COc1ccc(-c2ccc3n(c2=O)C[C@H]2[C@H](CO)[C@@H](C(=O)N4CCCCC4)[C@@H]3N2C)cc1,1.4,4,7,13
O=S(=O)(c1ccccc1)N1C[C@H]2[C@@H](c3ccccc31)[C@@H](CO)N2Cc1ccccc1,-2.6,32,-11,35
N#Cc1cccc(-c2ccc3c(c2)[C@H]2[C@H](CCN2S(=O)(=O)c2cccc(F)c2)[C@H](CO)N3)c1,-6.1,-7,42,103*
CC(=O)N(C)C[C@H]1Oc2cc(C#Cc3ccncc3)ccc2S(=O)(=O)N([C@@H](C)CO)C[C@@H]1C,10,-3,-29,-9
Cc1ccc(S(=O)(=O)Nc2cccc3c2O[C@H](CN(C)Cc2ccc(C(F)(F)F)cc2)[C@@H](C)CN([C@H](C)CO)C3=O)cc1,-1.2,19,-9,54
COc1ccc(CN(C)C[C@@H]2Oc3c(NS(=O)(=O)c4ccc(C)cc4)cccc3C(=O)N([C@@H](C)CO)C[C@H]2C)cc1,-2.7,14,-25,-11
COc1ccc(CN2[C@@H](CO)[C@@H]3c4ccccc4N(C(=O)Nc4ccccc4)C[C@@H]32)cc1,-1.6,3,-22,43
O=C(C[C@@H]1C=C[C@H](NC(=O)CN2CCOCC2)[C@H](CO)O1)NC1CCC1,1.3,5,4,.
CCCNC(=O)N1[C@H](CO)[C@@H](c2ccccc2)[C@H]1CNC(=O)c1cccc(F)c1,-4.1,8,-54,-15
C[C@@H]1CN([C@@H](C)CO)C(=O)c2cc(NC(=O)Cn3cnnn3)ccc2O[C@H]1CN(C)Cc1ccccc1,-0.9,-4,2,2
C[C@@H]1CCCCO[C@@H](CN(C)S(=O)(=O)c2cccs2)[C@H](C)CN([C@@H](C)CO)C(=O)c2cc(NC(=O)c3ccncc3)ccc2O1,-2.0,.,-10,.
CNC[C@H]1OCCCC[C@@H](C)Oc2ccc(NS(=O)(=O)c3ccc(C)cc3)cc2C(=O)N([C@@H](C)CO)C[C@@H]1C,1.6,-4,.,48
C[C@@H]1CN([C@H](C)CO)C(=O)Cc2cc(N(C)C)ccc2O[C@H]1CN(C)Cc1ccccc1,6.8,1,15,11
CC(=O)N1[C@@H]2c3ccc(-c4ccc(F)cc4)c(=O)n3C[C@H]1[C@H](CO)[C@H]2C(=O)N(C)C,1.7,-3,.,11
C[C@H](CO)N1C[C@H](C)[C@@H](CN(C)CC2CCCC2)Oc2cc(C#CCN(C)C)ccc2S1(=O)=O,1.9,-5,-5,.
CC(=O)N(C)C[C@@H]1Oc2ncc(-c3cccnc3)cc2C(=O)N([C@@H](C)CO)C[C@H]1C,1.4,-2,25,27
C/C=C/c1ccc2c(c1)O[C@H](CN(C)C(=O)Cc1ccccc1)[C@H](C)CN([C@H](C)CO)S2(=O)=O,9.8,6,-5,.
CO[C@H]1CN(C)C(=O)c2ccc(NS(=O)(=O)c3cn(C)cn3)cc2OC[C@H](C)NC[C@@H]1C,1.6,-3,30,.
C[C@H](CO)N1C[C@H](C)[C@H](CN(C)Cc2cccc(F)c2)Oc2ncc(C#CCN(C)C)cc2C1=O,0.4,11,-4,.
O=C(C[C@@H]1C=C[C@H](NC(=O)c2ccccn2)[C@H](CO)O1)NCc1cc(F)cc(F)c1,-0.4,.,19,16
C[C@@H]1CCCCO[C@H](CN(C)Cc2ccc(C(F)(F)F)cc2)[C@@H](C)CN([C@H](C)CO)C(=O)c2cc(NS(C)(=O)=O)ccc2O1,1.5,-1,20,-1
COc1ccccc1NC(=O)N(C)C[C@@H]1OCc2cnnn2CCCC(=O)N([C@H](C)CO)C[C@H]1C,0.8,7&-2,0&-5,-37&-63
Cc1cc(C(=O)Nc2cccc3c2O[C@H](CN(C)C(=O)Nc2ccc4c(c2)OCO4)[C@H](C)CN([C@H](C)CO)C3=O)n(C)n1,0.5,.,-9,-238
C[C@@H]1CN([C@@H](C)CO)C(=O)c2cc(-c3cncnc3)cnc2O[C@@H]1CN(C)Cc1ccccc1,-1.2,-1,-27,.
COC(=O)[C@H]1[C@H](CO)[C@H]2Cn3c(ccc(-c4ccccc4)c3=O)[C@H]2N1C(=O)C1CC1,0.2,-7,-5,79

# Single records (already shown). Order of screens: KDM4C inh, C diff growth, Pf Dd2 growth, T cruzi growth
# COC(=O)[C@H]1[C@H](CO)[C@H]2Cn3c(ccc(-c4ccccc4)c3=O)[C@H]2N1C(=O)C1CC1 is listed with 0.2, -7, -5, 79
# C[C@@H]1CN([C@@H](C)CO)C(=O)c2cc(-c3cncnc3)cnc2O[C@@H]1CN(C)Cc1ccccc1 is listed with -1.2, -1, -27, .
# C[C@H](CO)N1C[C@H](C)[C@H](CN(C)Cc2cccc(F)c2)Oc2ncc(C#CCN(C)C)cc2C1=O is listed with 0.4, 11, -4, .
# Cc1cc(C(=O)Nc2cccc3c2O[C@H](CN(C)C(=O)Nc2ccc4c(c2)OCO4)[C@H](C)CN([C@H](C)CO)C3=O)n(C)n1 is listed with 0.5, ., -9, -238
# COc1ccccc1NC(=O)N(C)C[C@@H]1OCc2cnnn2CCCC(=O)N([C@H](C)CO)C[C@H]1C is listed with 0.8, 7&-2, 0&-5, -37&-63
